High-throughput results: PubChem, several laboratories
STK33 inh = inhibitors of purified STK33 kinase, primary screen, biochemical, ADP-Glo luminescence, homogeneous, cell-free | Serine/threonine-protein kinase 33 (Homo sapiens), Q9BYT3 | MBP phosphorylation | inhibition, % at 10 µM | 320,000 compounds, 0.073% hits | AID 2661, 2010;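 active = inhibition at or above 25%, using the most active replicate where run in duplicate; inactive = inhibition below 25%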
Target sequence (Q9BYT3 whole entry, looked up): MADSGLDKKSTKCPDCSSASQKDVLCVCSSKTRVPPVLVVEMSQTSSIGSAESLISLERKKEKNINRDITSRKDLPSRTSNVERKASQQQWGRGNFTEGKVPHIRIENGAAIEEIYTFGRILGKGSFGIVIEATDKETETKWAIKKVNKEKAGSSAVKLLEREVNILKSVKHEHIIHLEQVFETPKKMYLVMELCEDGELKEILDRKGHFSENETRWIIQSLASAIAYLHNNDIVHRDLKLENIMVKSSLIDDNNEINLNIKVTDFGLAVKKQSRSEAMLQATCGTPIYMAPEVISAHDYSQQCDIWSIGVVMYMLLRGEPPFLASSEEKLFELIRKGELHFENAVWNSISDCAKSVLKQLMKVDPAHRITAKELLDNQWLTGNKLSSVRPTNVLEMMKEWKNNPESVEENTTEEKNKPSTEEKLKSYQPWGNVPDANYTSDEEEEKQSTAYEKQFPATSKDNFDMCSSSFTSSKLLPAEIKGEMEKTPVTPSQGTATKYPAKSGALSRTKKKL
Kir21 block = inhibitors of mouse Kir2.1 inward-rectifier potassium channel; Inward rectifier potassium channel 2 (Mus musculus), P35561; HEK293-Kir2.1, FluxOR thallium flux fluorescence; stronger effect = lower value; B-score at 10 µM; 310,000 compounds, 0.85% hits; AID 1672, 2009;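 active = fluorescence ratio B-score at or below minus 3 SD of library scores, with starting-brightness B-score within 2 SD, cut at about -4.2 in these data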;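 note: channel flux triggered by added potassium and thallium sulfate stimulus; B-score of peak minus minimum fluorescence over baseline after thallium stimulus; more negative B-score means stronger Kir2.1 block with less thallium influx; some compounds called inactive have numbers as strong as hits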
Target sequence (P35561 whole entry, looked up): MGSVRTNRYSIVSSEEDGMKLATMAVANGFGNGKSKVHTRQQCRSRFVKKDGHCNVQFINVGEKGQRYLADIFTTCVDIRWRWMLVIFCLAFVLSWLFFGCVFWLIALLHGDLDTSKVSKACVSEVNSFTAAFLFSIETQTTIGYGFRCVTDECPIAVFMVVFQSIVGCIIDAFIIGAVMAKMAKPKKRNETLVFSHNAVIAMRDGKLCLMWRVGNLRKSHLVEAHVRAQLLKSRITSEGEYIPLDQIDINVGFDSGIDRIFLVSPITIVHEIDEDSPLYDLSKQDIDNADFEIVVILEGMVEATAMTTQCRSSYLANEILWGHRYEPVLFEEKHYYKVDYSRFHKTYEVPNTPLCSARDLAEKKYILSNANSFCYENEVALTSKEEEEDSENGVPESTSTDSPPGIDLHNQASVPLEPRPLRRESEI
* marks the source's active call; other numbers are inactive results; nt = no result given.

compound	STK33 inh	Kir21 block
Cc1ccccc1-n1c(C)nnc1SCC(=O)NCC1CCCO1 (stereo not drawn)	-1.2	1.2
Cc1ccc(C(C)c2c(C)c([N+](=O)[O-])cc(C)c2[N+](=O)[O-])cn1 (stereo not drawn)	-2.1	-1.7
COc1ccc(S(=O)(=O)N2CCCCCC2)cc1C(=O)NC1(C)CCS(=O)(=O)C1 (stereo not drawn)	-2.5	-0.18
C=CCNC(=O)C1CCN(S(=O)(=O)c2ccc3ccccc3c2)CC1	-1.7	-0.62
Cc1ccc(-c2nc3ccccn3c2NCc2ccc3c(c2)OCO3)cc1	0.9	-7.1*
CCC(C)[C@H](NC(=O)N1CC(=O)Nc2ccccc21)C(=O)Nc1ccccc1C (stereo partly drawn)	0.5	-0.32
COc1cccc(C2=CC(c3ccc(N(C)C)cc3)n3nnnc3N2)c1 (stereo not drawn)	-0.6	-0.39
Cc1[nH]nc(SCC(=O)N2CCCC2)c1[N+](=O)[O-]	0.1	-0.05
C=CC[C@H](CC(=O)NCCO)C(=O)N[C@@H](COC(=O)[C@@H](CC=C)Cc1ccc(F)cc1)Cc1c[nH]c2ccccc12	-1.1	nt
Cc1ccc(S(=O)(=O)N2CCOCC2)cc1C(=O)N1CCC(Cc2ccccc2)CC1	-0.4	-1.2
O=C(CN(C(=O)CCC(=O)Nc1nccs1)c1cccc(C(F)(F)F)c1)NCC1CCCO1 (stereo not drawn)	-0.4	0.08
COc1cccc(C(c2nnnn2Cc2ccco2)N2CCN(c3cccc(C)c3C)CC2)c1OC (stereo not drawn)	-1.6	0.14
CCOC(=O)c1sc(NC(=O)CNC(=O)Cn2cnc3sc(C)c(C)c3c2=O)nc1C	0.2	-1.4
CCCN1CCC(=O)N(CCSc2ccc(C)cc2)CC1	nt	-1.5
Cc1ccc(C(=O)n2c3ccccc3c3ccccc32)cc1	-1.6	-0.5
CCn1c(SC(C)C(=O)NCC2CCCO2)nc2ccccc21 (stereo not drawn)	1.2	nt
CCOC(=O)c1ccc(NC(=O)CSc2nc3c(c(=O)n2CC)SC(C)C3)cc1 (stereo not drawn)	-1.0	-2.2
Cc1nc(-c2coc3cc(C)c(N=O)c(O)c3/c2=N\N)cs1	-1.1	-0.01
O=C(N/N=C/c1ccccc1F)NC12CC3CC(CC(C3)C1)C2	1.5	1.1
O=C(Nc1nc(-c2cccc3ccccc23)cs1)c1cnccn1	-1.2	1.5

Remaining list, next part:
compound	STK33 inh	Kir21 block
COc1ccc(S(=O)(=O)N2CCCCC2)cc1NC(=O)c1cnc(C)cn1	-0.2	nt
CCC1Sc2ccc(S(=O)(=O)CCC(=O)Nc3ccccc3Br)cc2NC1=O (stereo not drawn)	-1.2	-0.04
O=C(Nc1nnc(C2CC2)s1)c1ccc(Cl)c(S(=O)(=O)N2CCc3ccccc3C2)c1	-1.3	0.65
COc1ccc(CC(C)N2CCN(c3cccc(C(F)(F)F)c3)CC2)cc1OC (stereo not drawn)	-1.1	0.31
Brc1ccc(/C=N/Nc2nncc(-c3ccccc3)n2)o1	-0.6	-0.23
Nc1cc(S(=O)(=O)O)cc([N+](=O)[O-])c1O	nt	1.2
CCCn1nc(C(=O)OCC(=O)Nc2ccc(C)cc2)c2ccccc2c1=O	0.8	nt
CCN(C(=O)COC(=O)Cc1cccc2ccccc12)C1CCS(=O)(=O)C1 (stereo not drawn)	-0.1	nt
CCc1ccc(C2CC(=O)Nc3c2c(=O)nc2c(C)cccn32)cc1 (stereo not drawn)	-1.3	0.46
O=C(N/N=C/c1c[nH]c2ccccc12)c1ccn(Cc2ccc(Cl)cc2Cl)n1	-0.8	-0.37
CC(C)OC(=O)CSc1nc2c(cc1C#N)CCCCC2	-0.1	0.37
CCOC(=O)c1nnn(-c2nonc2N)c1C	-1.1	-0.63
Cc1cc(C(=O)NCCC(C)C)c2ccccc2n1	0.9	0.41
CC(C)CNC(=O)NC1(C(F)(F)F)Oc2ccccc2O1	-0.9	0.05
CC(C)CC(NC(N)=O)C(=O)NCc1ccc(Cl)cc1 (stereo not drawn)	-0.3	-0.8
COc1ccc(CNC(=S)NCc2ccc(F)cc2)cc1	1.7	-2
CC(=O)n1cc(N(C(=O)CCl)c2ccccc2)c2ccccc21	-2.2	-1.4
COC(=O)C(C)Sc1nnc(Cc2cc(=O)[nH]c(=O)[nH]2)n1-c1cccc(OC)c1 (stereo not drawn)	0.4	-2.4
Cc1ccc(/C=N/NC(=O)c2nnn(-c3nonc3N)c2CN(C)c2ccccc2)s1	-0.4	2.2
COc1ccc2c(c1OC)C(=O)OC2CC(=O)O (stereo not drawn)	1.1	-1.4

Kir21 block: entries above that show a hit.
compound	STK33 inh	Kir21 block
Cc1ccc(-c2nc3ccccn3c2NCc2ccc3c(c2)OCO3)cc1	0.9	-7.1*

More results:
compound	STK33 inh	Kir21 block
Cc1csc(SCC(=O)Nc2ccc3[nH]c(=O)[nH]c3c2)n1	-0.3	nt
O=C(c1ccc(F)cc1)N1CCCC(C(=O)N2CCc3ccccc3C2)C1 (stereo not drawn)	8.9	-1.8
O=C(/C=C/c1ccc(Cl)cc1Cl)N1CCN(c2ccccc2[N+](=O)[O-])CC1	-1.1	0.43
COC(=O)c1ccccc1NC(=O)CN1C(=O)c2ccccc2C1=O	-0.5	0.13
CN(C)c1ccc(/C=N\S(=O)(=O)c2ccccc2)cc1	0.9	-1.9
Cc1ccc(CN2CCC(n3nccc3NC(=O)c3ccc4c(c3)OCO4)CC2)o1	0.1	1.1
COCCCN(C(=O)C(C)Oc1ccc(Br)cc1)c1c(N)n(Cc2ccccc2)c(=O)[nH]c1=O (stereo not drawn)	-1.0	0.6
CCOC(=O)Cc1[nH]nc2c1C(c1ccoc1)C(C#N)=C(N)O2 (stereo not drawn)	-2.2	1
Cc1ccc(NC(=O)CCC(=O)NNC(=O)COc2ccc([N+](=O)[O-])cc2)cc1C	-1.9	-0.91
Cc1ccc(Cl)cc1N(CC(=O)NC1CCCCC1)S(C)(=O)=O	-0.5	0.04
COc1ccc(CCC(=O)Nc2ccc(C(=O)c3ccncc3)cc2)cc1	-1.6	-0.38
CN1CCCN(C(=O)CC(c2ccccc2)c2ccccc2)CC1	-1.1	-3.4
Cc1nc2c(c(C)nn2-c2ccccc2)c(C)c1C	-0.2	-0.74
C=CCOc1cccc(C2C(C(=O)c3cc4ccccc4o3)=C(O)C(=O)N2c2cc(C)on2)c1 (stereo not drawn)	-0.6	0.41
CN(CC(=O)Nc1ccccc1C(F)(F)F)C(=O)COc1ccccc1Cc1ccccc1	0.8	-1.4
CCOc1ccc2ccccc2c1CNc1nnnn1CC	0.2	-1
CN1/C(=C\C(=O)c2cncc(Br)c2)C(C)(C)c2ccccc21	0.4	1
CCOC(=O)c1sc(=NC(=O)c2cccc(C)c2)n(C)c1C	0.1	-0.05
CCOC(=O)c1nn(-c2ccccc2)c(=O)c2c(N)scc12	-0.4	nt
CC(C)(C)n1nnnc1C(c1ccncc1)N1CCN(c2ccc(O)cc2)CC1 (stereo not drawn)	-0.8	1.1

4 entries picked at random from those above:
compound	STK33 inh	Kir21 block
CN1/C(=C\C(=O)c2cncc(Br)c2)C(C)(C)c2ccccc21	0.4	1
CN1CCCN(C(=O)CC(c2ccccc2)c2ccccc2)CC1	-1.1	-3.4
Cc1ccc(NC(=O)CCC(=O)NNC(=O)COc2ccc([N+](=O)[O-])cc2)cc1C	-1.9	-0.91
COCCCN(C(=O)C(C)Oc1ccc(Br)cc1)c1c(N)n(Cc2ccccc2)c(=O)[nH]c1=O (stereo not drawn)	-1.0	0.6

(further entries)
compound	STK33 inh	Kir21 block
CCN(CC(=O)Nc1cc(Cl)ccc1C)C(=O)CCOc1ccccc1C	-1.1	0.03
COc1ccc([C@H]2CC(=O)C=C(c3cc(C(F)(F)F)cc(C(F)(F)F)c3)C2)cc1	-0.9	nt
COc1ccc(Br)cc1CNC(=O)C1CCN(S(=O)(=O)N2CCCC2)CC1	-0.9	-0.7
Cc1ncc(CN2CCCC(C(=O)Nc3ccc(-c4cscn4)cc3)C2)cn1 (stereo not drawn)	-0.7	1.2
Cc1ccc(C(=O)NC2CC3CCC(C2)N3Cc2ccco2)cc1 (stereo not drawn)	-2.8	1.9
CCOc1ccc(CCNC(=O)c2cc3c(s2)CS(=O)(=O)C3)cc1OCC	-0.3	0.62
CS(=O)(=O)NCCCNc1ccc(Cl)cc1[N+](=O)[O-]	-0.7	0.02
COc1ccc(N(CC(=O)N/N=C(\C)CCc2ccccc2)S(=O)(=O)c2ccc(C)cc2)cc1	0.8	-0.17
Cc1cc(N2CCOCC2)ccc1/C=C1\NC(=O)N(Cc2ccccc2)C1=O	-0.3	1.2
COC(=O)c1cccc(N(C(=O)CNC(=O)c2ccco2)C(C(=O)NC2CCCC2)c2ccco2)c1 (stereo not drawn)	-0.6	-0.18
COc1ccc(C(=O)N(C)Cc2cnn(Cc3ccccc3)c2)cc1S(=O)(=O)N1CCOCC1	-0.4	nt
COC(=O)c1ccc(NC(=O)CCc2nnc3ccc(N4CCC5(CC4)OCCO5)nn23)cc1	1.2	-2.4
CC(C)N(Cc1nc2ccccc2[nH]1)C(C)C	-1.5	-0.34
COc1ccc2[nH]c(=O)c(CN(CCO)C(=O)c3cccs3)cc2c1	-0.1	-0.3
Cc1cc(Cl)ccc1NC(=O)C1COc2ccccc2O1 (stereo not drawn)	-1.1	0.74
NC(=O)c1ccc(C23CC4CC(CC(C4)C2)C3)o1	-3.0	-2.9
CCN(CC)S(=O)(=O)c1ccc2c(c1)c(C(=O)O)cn2C	-3.3	0.5
CC(C)(CO)N=Cc1c(O)[nH]c2ccccc12	-1.4	0.36
CN(C)CC/C=C1/c2ccc(F)cc2Sc2ccc(Cl)cc21	-0.3	-6.9*
CCOC(=O)C1CCCCN1Cc1ccc(F)cc1 (stereo not drawn)	-2.3	0.88

Next results:
compound	STK33 inh	Kir21 block
COc1ccccc1CCC(=O)Nc1ncc(C)s1	0.4	-0.92
O=S(=O)(Nc1cccnc1)c1ccc(C2CCCCC2)cc1	-0.2	-1.1
CCOC(=O)c1c(-c2ccc(OC)cc2)csc1NC(=O)CCN1C(=O)c2ccccc2C1=O	-1.0	2
CCN(CC)c1ccc(CNC23CN4CN(CN(C4)C2)C3)cc1	-2.5	1.8
CCc1ccc(N(C(=O)c2csnn2)C(C(=O)NC(C)(C)CC)c2cccnc2)cc1 (stereo not drawn)	-1.6	-0.91
COc1ccc(-n2ccnc(SCC(=O)NC3CCCCC3)c2=O)cc1	-0.8	0.62
c1ccc(CCc2nc(-c3ccccc3)no2)cc1	-0.1	0.94
CCN(Cc1ccncc1)Cc1cn(C)nc1-c1ccc(Oc2ccccc2)cc1	1.0	-1.4
COc1ccc(C)cc1NC(=O)c1ccc(S(=O)(=O)N2CCCCC2)cc1	-0.5	1.1
Fc1ccc(-c2nc3cnccn3c2NC2CCCC2)cc1	1.6	-0.91
COc1ccc(-c2noc(CCC(=O)NCc3cccnc3)n2)cc1	-0.7	1.4
COc1ccc(C(=O)Nc2nnc(CCc3ccccc3)s2)c(OC)c1	-1.4	1.4
Cn1c2c(c(=O)n(C)c1=O)[C@@]1(C(=O)Nc3ccccc31)C(C#N)=C(N)O2	0.0	-2
Cc1ccc(-c2ccnc3[nH]n(-c4ccccc4)c(=O)c23)cc1	-0.4	1.5
O/N=C/Cc1[nH]c2ccccc2c1-c1ccccc1	0.0	0.34
COCCNc1nc(-c2cc(-c3ccc(Cl)cc3)on2)cc(C(C)C)n1	0.2	-0.29
CCc1ccc(S(=O)(=O)Nc2cccc(-c3ccc4nncn4n3)c2)s1	0.0	0.19
Cc1nnc2sc(-c3ccc(-c4ccc(Cl)c(C(F)(F)F)c4)o3)nn12	0.9	1.1
CC(C)(C)c1cc(NC(=O)c2cccs2)no1	3.2	-0.23
Cc1ccc(C)c(NC(=O)CCC(=O)NNC(=S)Nc2ccccc2)c1	-0.6	0.09

Entries of single compounds from above. Order of values: STK33 inh, Kir21 block
COc1ccc(-c2noc(CCC(=O)NCc3cccnc3)n2)cc1 reads -0.7, 1.4
Cc1nnc2sc(-c3ccc(-c4ccc(Cl)c(C(F)(F)F)c4)o3)nn12 reads 0.9, 1.1

(next part)
compound	STK33 inh	Kir21 block
COc1cc(S(=O)(=O)N(Cc2cccs2)CC2CCCO2)ccc1-n1cnnn1 (stereo not drawn)	-0.5	-0.12
O=C1CCCN1S(=O)(=O)c1ccc(F)cc1	-2.7	0.12
c1ccc2nc3c(nc2c1)CCc1nonc1-3	-1.4	1.6
CCOc1c(Cl)cc(CNCC(C)C)cc1OC	0.2	1.4
C=C(C)C(=O)Nc1cccc(C2=NOC3(C2)C[C@@H](C(N)=O)N(C(=O)C2(C)CC2)C3)c1 (stereo partly drawn)	-1.5	0.91
Nc1nonc1-n1nnc(C(=O)N/N=C/c2cc(Br)cs2)c1-c1ccccc1	-1.6	-0.39
Cc1ccc(C2=NN(C(=O)CCl)C(c3cccs3)C2)o1 (stereo not drawn)	-1.0	-0.19
CCSC1=C(C#N)C(c2ccc(C)s2)CC(=O)N1 (stereo not drawn)	1.9	-1.3
OCCN(Cc1ccccc1)Cc1ccccc1O	-1.2	-0.28
CC(C(=O)Nc1cccc([N+](=O)[O-])c1)N1C(=O)NC2(CCCC2)C1=O (stereo not drawn)	-4.9	0.04
CCCS(=O)(=O)N1CCCC(C(=O)N2CCCCC2)C1 (stereo not drawn)	0.3	1.6
COC(=O)C1C(=O)C2=C(CC1C)NC(=O)CC2c1cccc(C)c1 (stereo not drawn)	-0.5	nt
